# hIAP act: human IAP activation | P09923 | purified human IAP, CDP-Star luminescence, 30 min; hits give high values; 1 = vehicle-only enzyme, 0 = enzyme-free background | activation factor at 10 µM | 0.16% of 330,000 active | AID 2524;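 active = activation factor of the enzyme at least 2-fold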; note: the source names both 10 and 20 µM as test concentration; values of inactives mirror those of a sister screen read the other way
# PfG6PD inh: PfG6PD (Plasmodium falciparum) enzyme inhibition | PfGluPho enzyme, NADPH resazurin-diaphorase fluorescence | inhibition, % at 20 µM | 0.78% of 350,000 active | AID 504690;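 active = inhibition reaching at least a set limit at 20 µM in the primary screen, cut at about 59% in these data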;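 note: 0% = DMSO wells with substrate and 100% = DMSO wells lacking glucose-6-phosphate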
# ATG4B inh: ATG4B (human) cysteine protease inhibition | ATG4B cleavage of LC3-PLA2, NBD-HPC fluorescence, 1 h | inhibition, % at 8.33 µM | 0.51% of 340,000 active; in the data active = inhibition above about 40%
# Target sequence (Q9Y4P1 whole entry, looked up): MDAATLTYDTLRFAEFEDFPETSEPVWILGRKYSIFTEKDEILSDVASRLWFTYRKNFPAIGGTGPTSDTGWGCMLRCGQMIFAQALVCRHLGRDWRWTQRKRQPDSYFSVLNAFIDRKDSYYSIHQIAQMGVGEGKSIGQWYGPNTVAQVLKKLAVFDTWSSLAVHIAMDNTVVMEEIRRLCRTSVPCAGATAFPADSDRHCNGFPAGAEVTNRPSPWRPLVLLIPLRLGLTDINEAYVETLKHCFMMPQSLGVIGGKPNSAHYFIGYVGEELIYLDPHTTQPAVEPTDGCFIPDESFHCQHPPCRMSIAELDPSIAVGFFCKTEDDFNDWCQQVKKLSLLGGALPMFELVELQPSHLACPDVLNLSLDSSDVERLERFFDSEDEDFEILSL
# hIAP inh: blocks human intestinal alkaline phosphatase; purified IAP, CDP-Star luminescence, 30 min; inhibition, % at 10 µM; 0.12% of 330,000 active; AID 2544;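 active = inhibition reaching a set limit with compound at 10 µM in the primary screen, cut at about 35% in these data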;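 note: plate controls were DMSO wells with enzyme for no effect and no-enzyme buffer wells for full effect; values of inactives mirror those of a sister screen read the other way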
# APOBEC3A inh: inhibitors of human APOBEC3A DNA deaminase. recombinant A3A, FAM/TAMRA ssDNA deamination fluorescence. AID 493011. inhibition, % at 20 µM. 0.41% of 330,000 active;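 active = at least 40% inhibition at 20 µM here, with at most 30% in a related deaminase screen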;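 note: plate controls were A3A with DMSO for no effect and wells lacking A3A enzyme for full effect; some results filed as inactive read as strong as hits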
# Target sequence (P31941 whole entry, looked up): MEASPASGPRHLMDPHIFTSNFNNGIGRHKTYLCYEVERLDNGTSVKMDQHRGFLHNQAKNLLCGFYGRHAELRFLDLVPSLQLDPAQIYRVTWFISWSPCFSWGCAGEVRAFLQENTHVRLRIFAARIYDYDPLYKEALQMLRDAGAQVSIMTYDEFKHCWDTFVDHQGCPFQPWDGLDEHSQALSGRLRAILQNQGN
# mIAP block: mouse IAP inhibition. inhibition, % at 10 µM. AID 2806. purified mouse IAP, CDP-Star luminescence, 30 min. 0.2% of 330,000 active;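 active = inhibition of at least 40% at 10 µM in the primary screen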;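 note: plate controls were DMSO with enzyme for no effect and no enzyme wells for full effect; values of inactives mirror those of a sister screen read the other way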
# HKDC1 inh: inhibitors of human hexokinase HKDC1; 0.16% of 340,000 active; AID 493160; recombinant HKDC1, G6PDH/diaphorase resazurin coupled fluorescence; Q2TB90; inhibition, % at 20 µM;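 active = inhibition above about 35% when tested at 20 µM, limit read from the data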;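 note: plate controls were DMSO wells with enzyme for no effect and DMSO wells lacking enzyme for full effect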
#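 Test system: Recombinant HKDC1 (HK5) hexokinase enzyme, produced in-house | Input: HKDC1 at 5 µg/mL | Buffer or medium: Tris pH 8.0 buffer with MgCl2, Tween-20, BSA, BME | Schedule: 90 min reaction incubation at room temperature, dark | Technique: Resazurin-to-resorufin fluorescence via G6PDH and diaphorase coupling, 525/613 nm | Controls: DMSO wells with and without enzyme mix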
# mIAP activ: mouse IAP activation. muIAP, CDP-Star luminescence, 30 min; hits give high values; 1 = vehicle-only enzyme signal, 0 = enzyme-free wells. 0.24% of 330,000 active. AID 2805. activation factor at 10 µM;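 active = activation factor of at least 2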; note: the source names both 10 and 20 µM as test concentration; values of inactives mirror those of a sister screen read the other way
#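 System: mouse IAP enzyme. Reagent: CDP-Star chemiluminescent phosphatase substrate. Benchmarks: DMSO wells, no-enzyme wells. Times: 30 min enzyme-substrate-compound incubation at room temperature. Detection: luminescence from enzymatic CDP-Star hydrolysis. Doses: test compounds delivered from DMSO solution.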
# Numbers without * were called inactive; . = not tested or not shown.
hIAP act,PfG6PD inh,ATG4B inh,hIAP inh,APOBEC3A inh,mIAP block,HKDC1 inh,mIAP activ,Molecule
1.1,-4,-9,-6,-5,6,13,0.94,COc1ccccc1CCc1nnc(CCC(=O)NCCOc2cccnc2)o1
0.98,6,1,2,-5,8,-1,0.92,O=C(Nc1ccccc1N1CCCC1)C1=COCCO1
0.88,-16,1,12,5,-9,15,1.1,CNC(=S)NCCC(c1ccccc1)c1ccccc1
0.95,-15,-7,4,-2,12,-6,0.88,COc1cc(CNCC2CCCO2)ccc1OCC(N)=O (stereo not given)
0.89,-7,26,11,-2,10,-4,0.9,Cc1c(Cl)c([N+](=O)[O-])nn1CC(=O)N1CCc2ccccc2C1
1.1,-19,6,-8,-1,-10,16,1.1,CC(Nc1nc(N2CCN(CCO)CC2)nc2ccccc12)c1ccccc1 (stereo not given)
0.94,0,-4,6,-1,4,-3,0.96,Cc1cccc(-n2ncc3c2CCCC3NC(=O)C2=CC(=O)CC(C)(C)O2)c1C (stereo not given)
.,-6,-2,.,4,3,20,0.97,O=S1(=O)[C@H]2C[C@H](CO)O[C@@]2(CO)CN1Cc1ccc(-c2ccc(F)cc2)cc1
0.86,12,21,14,-3,5,9,0.95,O=C(NC12CC3CC(CC(C3)C1)C2)c1ccc(COc2ccc(Cl)cc2[N+](=O)[O-])o1
0.98,-16,0,2,-6,-9,4,1.1,Cc1cc(C)cc(OCC(=O)Nc2cnn(CCCC(=O)O)c2)c1
0.96,9,1,4,5,-2,-7,1,CCCS(=O)(=O)N1CCC(C(=O)NCc2cccnc2)CC1
1.1,5,0,-14,-13,-28,-3,1.3,Cc1ccc(NC(=O)C(Cc2ccccc2)n2cccc2)cc1 (stereo not given)
1,2,-8,-2,3,-2,-2,1,COc1ccc(C2CC(c3ccccc3)=NN2S(=O)(=O)c2ccccc2)c(OC)c1 (stereo not given)
1.1,8,8,-14,3,0,0,1,COc1ccccc1NC(=S)N(Cc1cccs1)C1CCCC1
0.91,-13,-8,9,-1,10,3,0.9,COC(=O)c1ccc(C(=O)OC)c(NC(=O)CCc2ccc(C)o2)c1
1,-16,2,-4,5,-2,-1,1,COc1ccc(S(=O)(=O)NC2CCCC2)cc1NC(C)=O
1.1,1,17,-8,-2,7,-10,0.93,O=C(OC1C2CCC1C1CN(CCc3ccccc3)CC12)c1ccccc1 (stereo not given)
1.2,16,0,-20,-1,8,-4,0.92,COc1ccc(NC(=O)CSc2nnc(Cc3cccn3C)n2-c2ccc(OC)cc2)cc1
1,-6,-2,-2,-2,-6,-6,1.1,CCOC(=O)C1CCN(C(=O)c2cc3ccccc3oc2=O)CC1
1,11,-3,-4,-4,4,4,0.96,CC(=O)Nc1ccc(S(=O)(=O)N2CCC(Oc3ccc(-n4cnnn4)cc3)CC2)cc1
1,10,3,0,-5,-2,-1,1,COc1ccc(CCNC(=O)COc2cccc3c2OC(C)(C)C3)cc1OC
1.2,-13,-4,-20,-6,8,-8,0.92,O=C(NCc1ccco1)c1ccc(S(=O)(=O)c2cccc(S(=O)(=O)N3CCOCC3)c2)cc1
0.98,-1,-6,2,1,7,-1,0.93,CC(C)(C)c1ccc(OC(=O)Cn2c(C(F)(F)F)nc3ccccc32)cc1
1,7,-5,-3,-1,-4,-5,1,COc1ccc(OC)c(NC(=O)C2CC(=O)N(Cc3ccco3)C2)c1 (stereo not given)
0.87,-3,4,13,-4,6,7,0.94,O=[N+]([O-])c1ccc2c(c1)c1ccccc1n2CCO
0.96,2,-4,4,1,4,-5,0.96,CC(C)c1cc(=O)n2[nH]c(N)nc2n1
0.98,2,-1,2,1,2,9,0.98,O=C(CCc1nc2ccccc2c(=O)[nH]1)NCCN1C(=O)S/C(=C\c2ccccc2Cl)C1=O
1,7,-9,-4,3,6,-12,0.94,COc1ccc(C(=O)NCC(=O)NCc2ccncc2)cc1
1,11,-10,0,3,5,-4,0.95,COc1ccc(NC(=O)CSCC(=O)N=c2sccn2C)cc1
1,1,-5,0,2,0,-9,1,CCc1ccc(NC(=S)N2CCN(C)CC2)cc1
0.98,5,-3,2,-6,-4,0,1,Cc1nn(Cc2ccc(C(=O)N3c4ccc(F)cc4CCC3C)o2)c(C)c1Br (stereo not given)
0.9,8,-5,10,0,0,-6,1,C=CCC(c1ccccc1)N(C(C)=O)c1ccco1 (stereo not given)
1,14,-5,0,-1,-2,-5,1,Fc1ccc(-c2nnc(N3CCOCC3)c3ccccc23)cc1F
0.91,7,11,10,-5,4,-7,0.96,CN(Cc1n[nH]c(=S)n1C)S(=O)(=O)c1ccccc1
1.1,4,-5,-5,-2,4,2,0.96,O=C(N/N=C/c1ccco1)c1ccccc1OCc1ccccc1Cl
1.1,-6,-3,-15,-5,-9,-4,1.1,C=CCNc1ncnc2ccccc12

# Some values from the list:
# CN(Cc1n[nH]c(=S)n1C)S(=O)(=O)c1ccccc1 – mIAP activ: 0.96
# Cc1nn(Cc2ccc(C(=O)N3c4ccc(F)cc4CCC3C)o2)c(C)c1Br (stereo not given) – mIAP activ: 1
# O=[N+]([O-])c1ccc2c(c1)c1ccccc1n2CCO – ATG4B inh: 4

# Later entries.
hIAP act,PfG6PD inh,ATG4B inh,hIAP inh,APOBEC3A inh,mIAP block,HKDC1 inh,mIAP activ,Molecule
0.89,4,0,11,6,-1,-2,1,CCOC(=O)COc1ccc(S(=O)(=O)NCc2ccco2)cc1
0.88,-39,3,12,-1,5,8,0.95,COC(=O)c1ccccc1S(=O)(=O)Oc1ccc(-c2ccc(C(=O)O)cc2)cc1
1,-16,0,-4,-2,4,11,0.96,CCn1cc(S(=O)(=O)c2ccc(C)cc2)[nH]c1=O
1.1,16,-9,-10,-4,5,3,0.95,CCCCN(CCCC)CCNC(=O)c1cn(CC)c2ccc(S(=O)(=O)N3CCc4ccccc4C3)cc2c1=O
0.88,0,-3,12,-2,-4,5,1,Cc1ccc2c(cnn2C(=O)CCC(=O)NCc2ccccc2Cl)c1
1.1,5,2,-12,-1,1,-7,0.99,Cc1cc2ncc(C(=O)Nc3ccsc3C(=O)O)c(C)n2n1
1.3,19,-6,-31,-2,5,7,0.95,CCCCNC(=O)c1cn(CC)c2cc(N3CCN(C(=O)c4ccco4)CC3)c(F)cc2c1=O
1,-8,-6,-4,-4,-10,-4,1.1,CCOc1nc(NC(C)C)nc(NC(C)C)n1
1.2,10,-2,-22,3,20,-16,0.8,COc1ccccc1/C=C/C(=O)NCC(=O)N/N=C/c1cc(Br)ccc1OC
1.2,0,5,-16,-2,2,-5,0.98,CC1C(=O)OC2C1CCC1(C)CCC(=O)C(C)C21 (stereo not given)
1,-31,9,-4,-3,-6,10,1.1,O=C(O)/C=C/c1ccc(S(=O)(=O)N2CCCCCC2)cc1
0.94,-2,5,6,7,-7,0,1.1,CCCC1CCC(c2ccc(/C(N)=N/O)cc2)CC1 (stereo not given)

# Compounds from the list above that have bromine, in the order listed:
hIAP act,PfG6PD inh,ATG4B inh,hIAP inh,APOBEC3A inh,mIAP block,HKDC1 inh,mIAP activ,Molecule
0.98,5,-3,2,-6,-4,0,1,Cc1nn(Cc2ccc(C(=O)N3c4ccc(F)cc4CCC3C)o2)c(C)c1Br (stereo not given)
1.2,10,-2,-22,3,20,-16,0.8,COc1ccccc1/C=C/C(=O)NCC(=O)N/N=C/c1cc(Br)ccc1OC

# The results go on:
hIAP act,PfG6PD inh,ATG4B inh,hIAP inh,APOBEC3A inh,mIAP block,HKDC1 inh,mIAP activ,Molecule
1.3,-5,7,-31,-2,-2,-2,1,COc1ccc(N(CC(=O)Nc2cc(Cl)ccc2C)S(=O)(=O)c2c(C)n[nH]c2C)cc1
0.97,10,-3,3,-1,8,-7,0.92,COc1ccc(CN2CC(=O)N(c3ccccc3OC)C2=S)cc1OC
1.1,-8,1,-5,3,5,-1,0.95,Cc1cccc(OCCn2c(-c3ccco3)nc3ccccc32)c1
0.99,3,-5,1,2,-2,-7,1,COc1ccccc1CNC(=O)C(=O)NCC(c1ccco1)N1CCOCC1 (stereo not given)
0.91,20,-5,9,-3,7,1,0.93,Cc1csc(-c2coc3cc(O)cc(C)c3c2=O)n1
0.93,6,19,7,0,-19,0,1.2,O=C(Nc1cc(Cl)ccn1)C1(c2ccccc2)CC1(Cl)Cl (stereo not given)
1.1,0,-16,-7,-3,0,-8,1,COc1ccc(-n2cc(C#N)c(=O)n(Cc3ccc(F)cc3)c2=O)cc1
0.99,2,-12,1,-6,4,-2,0.96,CCCCCC1CC(CC(=O)O)C(=O)O1 (stereo not given)
1.1,-17,3,-9,-7,1,4,0.99,NC(=O)C(Cc1ccccc1)NC(=O)C12CC3CC(CC(C3)C1)C2 (stereo not given)
1,19,1,-4,-6,0,-5,1,COC(=O)C1=CO[C@@H](O[C@@H]2O[C@H](CO)[C@@H](O)[C@H](O)[C@H]2O)C2C(CO)=CCC12 (stereo not given in full)
0.98,-4,-12,2,2,-3,14,1,COc1ccc(CCN2C(=O)CN(Cc3ccccc3)CC2=O)cc1OC
0.99,-13,-7,0,-4,-1,8,1,COc1ccc(N(C)S(=O)(=O)c2ccc3c(c2)CCC(=O)N3)cc1
0.99,22,-5,1,5,3,-8,0.97,COc1ccc(CC(=O)OCC(=O)Nc2ccc3c(c2)OCCO3)cc1OC
0.94,-14,4,6,2,6,-4,0.94,Cc1ccc(-n2ncc(C#N)c2/N=C/N2CCN(C)CC2)cc1
1,-3,5,-1,-5,4,-12,0.96,Cc1cc(C(=O)N/N=C/c2ccc[nH]2)no1
0.94,2,-13,6,5,2,-4,0.98,CCOC(=O)N1CCC(N2Cc3cccc(C(=O)Nc4ccc(F)cc4)c3C2=O)CC1
0.96,3,13,4,-4,4,6,0.96,COc1ccc(N=Cc2cc(Cl)ccc2O)cc1Cl
1,-20,2,0,0,-3,-5,1,O=C1c2ccccc2NC(c2ccc(Br)s2)N1O (stereo not given)
0.93,6,-11,8,1,1,2,0.99,COc1cc(NC(=O)c2ccccc2)c(OC)cc1NC(=O)CN1CCCCC1
1.1,-7,-7,-10,-3,2,-5,0.98,COc1ccc2nc(NC(=O)[C@@H]3CCCN3C(=O)c3cccs3)sc2c1
0.91,-9,-2,9,-4,19,1,0.81,COc1ccc(/C=C2\SC(=O)NC2=S)cc1OC
1,6,-3,-4,-2,6,-11,0.94,O=C(N/N=C/c1ccc(OC2CSC2)cc1)c1ccc(CN2CCOCC2)cc1
1.3,-16,-1,-33,-4,4,6,0.96,CCN(CC1CCCO1)C(=O)c1cc(COc2ccc(OC)cc2Cl)on1 (stereo not given)
0.92,17,-3,8,1,3,3,0.97,COc1cccc(-c2nc3n(n2)C(c2cccs2)C(C(=O)Nc2cccnc2)=C(C)N3)c1 (stereo not given)
1,-9,0,-1,4,16,-1,0.84,CCC(=O)Nc1sc2c(c1C(=O)N(C)C)CCCCC2
1.1,9,-1,-10,-6,2,-5,0.98,CCC(C)NC(=O)Cn1ccc2cc(S(=O)(=O)N3CCCCCC3)ccc21 (stereo not given)
1.1,3,7,-7,3,4,-2,0.96,O=C(c1sc2cc([N+](=O)[O-])ccc2c1Cl)N1CCCCC1
1.1,1,-6,-6,1,-31,2,1.3,O=C(Nc1cccc(F)c1)NC1CCN(Cc2ccccc2)CC1

# Ordered by molecular weight (falling): 3 of the compounds above
hIAP act,PfG6PD inh,ATG4B inh,hIAP inh,APOBEC3A inh,mIAP block,HKDC1 inh,mIAP activ,Molecule
1.3,-16,-1,-33,-4,4,6,0.96,CCN(CC1CCCO1)C(=O)c1cc(COc2ccc(OC)cc2Cl)on1 (stereo not given)
1.1,9,-1,-10,-6,2,-5,0.98,CCC(C)NC(=O)Cn1ccc2cc(S(=O)(=O)N3CCCCCC3)ccc21 (stereo not given)
1,-9,0,-1,4,16,-1,0.84,CCC(=O)Nc1sc2c(c1C(=O)N(C)C)CCCCC2
